SRC3 inh: SRC3 coactivator transcriptional activity inhibitors, primary screen, cell-based, luminescence; HEK293 GAL4-SRC3 luciferase reporter; inhibition, % at 3.6 µM; 360,000 compounds, 0.17% hits; AID 588352, 2011;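 active = inhibition above a per-campaign cutoff, the mean of all compounds plus 3 SD, cut at about 60% in these data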;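 note: 0% = DMSO-treated cells and 100% = gossypol-treated cells at 36 µM; higher means less SRC3-driven luciferase light from the GAL4 reporter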
SRC2 inh: inhibition of GAL4-SRC2 driven luciferase reporter, primary screen, SRC2 inhibitor project, cell-based, luminescence | HEK293 GAL4-SRC2 luciferase reporter | inhibition, % at 9 µM | 370,000 compounds, 0.17% hits | AID 651957, 2012;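 active = inhibition above the mean inhibition of all tested compounds plus 3 SD, set per campaign, cut at about 52% in these data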;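 note: 0% = DMSO treated cells and 100% = cells given Gossypol at 36 µM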
NOD2-RIPK2 inh: NOD2-RIPK2 binding disruptors in cells, primary screen, fluorescence, CHO cells, BLA complementation; CCF4 ratio; 360,000 compounds, 0.38% hits; Receptor-interacting serine/threonine-protein kinase 2 (Homo sapiens), O43353; inhibition, % at 4.98 µM; in the data active = inhibition above about 21%;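 note: 0% = vehicle only and 100% = reference blocker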
TWEAK Fn14 block: inhibitors of TWEAK-Fn14 signaling, primary screen, luciferase reporter cells, uHTS; 360,000 compounds, 2% hits; TWEAK-stimulated Fn14 reporter cells, luciferase luminescence, 8 h; AID 1159606, 2016; inhibition, % at 10 µM; in the data active = inhibition above about 50%
NR5A2 inv ag: LRH-1 (NR5A2) inverse agonists, primary screen, cell-based, luminescence, HEK293T, StAR-luciferase reporter; Nuclear receptor subfamily 5 group A member 2 (Homo sapiens), O00482; LRH-1 transfected, 24 h; inhibition, % at 3.6 µM; 360,000 compounds, 0.13% hits;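 active = inhibition above the mean inhibition of all tested compounds plus 3 SD, cut at about 73% in these data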;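 note: 0% = DMSO wells and 100% = reporter-only cells lacking LRH-1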
TRAIL sens C8: viability loss with TRAIL in NB7+C8 cells, primary screen, TRAIL sensitizer project, cell-based, ATPlite luminescence; 360,000 compounds, 1% hits; inhibition (viability loss, TRAIL sensitization), % at 10 µM;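 active = compounds causing at least 50% loss of cell viability in the single-dose screen, relative to plate controls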
TROY signal inh: inhibitors of TROY-driven NF-kB signaling, primary screen, Q293 LMP1-TROYcd cells, NF-kB luciferase, uHTS | AID 1347056, 2019 | Q293 LMP1-TROYcd NF-kB luciferase reporter, 4 h | 360,000 compounds, 0.98% hits | inhibition, % at 10 µM;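 active = compounds whose plate-normalised and pattern-corrected inhibition of the luciferase reporter signal at the single screening dose is 50% or more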
SRC1 inh: SRC1 coactivator transcriptional activity inhibitors, primary screen, cell-based, luminescence; HEK293 GAL4-SRC1 luciferase reporter; inhibition, % at 3.6 µM; Nuclear receptor coactivator 1 (Homo sapiens), Q15788; 360,000 compounds, 0.12% hits;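 active = inhibition above the campaign mean plus 3 SD, with each screening campaign given its own cutoff, cut at about 60% in these data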;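 note: 0% = DMSO treated cells and 100% = gossypol at 36 µM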
TLR9-MyD88 block: inhibitors of TLR9-MyD88 association in cells, primary screen, cell-based, CHO, BLA complementation, fluorescence; Toll-like receptor 9 (Homo sapiens) + Myeloid differentiation primary response protein …; CCF4 FRET ratio; inhibition, % at 4.98 µM; 340,000 compounds, 0.21% hits;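 active = inhibition above the mean over all tested compounds plus 3 SD, cut at about 21% in these data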;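 note: 0% = DMSO only wells and 100% = clavulanate BLA inhibitor control wells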
Target sequence (Q99836 whole entry, looked up): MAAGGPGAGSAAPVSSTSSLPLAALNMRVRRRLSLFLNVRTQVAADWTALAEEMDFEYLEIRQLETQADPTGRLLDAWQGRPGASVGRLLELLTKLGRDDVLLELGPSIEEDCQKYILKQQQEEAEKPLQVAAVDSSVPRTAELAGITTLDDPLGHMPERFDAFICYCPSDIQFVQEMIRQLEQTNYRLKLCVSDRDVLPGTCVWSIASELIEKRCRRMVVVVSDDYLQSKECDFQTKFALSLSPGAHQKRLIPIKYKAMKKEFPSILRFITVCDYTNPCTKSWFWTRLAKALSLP
Target sequence (Q9NR96 whole entry, looked up): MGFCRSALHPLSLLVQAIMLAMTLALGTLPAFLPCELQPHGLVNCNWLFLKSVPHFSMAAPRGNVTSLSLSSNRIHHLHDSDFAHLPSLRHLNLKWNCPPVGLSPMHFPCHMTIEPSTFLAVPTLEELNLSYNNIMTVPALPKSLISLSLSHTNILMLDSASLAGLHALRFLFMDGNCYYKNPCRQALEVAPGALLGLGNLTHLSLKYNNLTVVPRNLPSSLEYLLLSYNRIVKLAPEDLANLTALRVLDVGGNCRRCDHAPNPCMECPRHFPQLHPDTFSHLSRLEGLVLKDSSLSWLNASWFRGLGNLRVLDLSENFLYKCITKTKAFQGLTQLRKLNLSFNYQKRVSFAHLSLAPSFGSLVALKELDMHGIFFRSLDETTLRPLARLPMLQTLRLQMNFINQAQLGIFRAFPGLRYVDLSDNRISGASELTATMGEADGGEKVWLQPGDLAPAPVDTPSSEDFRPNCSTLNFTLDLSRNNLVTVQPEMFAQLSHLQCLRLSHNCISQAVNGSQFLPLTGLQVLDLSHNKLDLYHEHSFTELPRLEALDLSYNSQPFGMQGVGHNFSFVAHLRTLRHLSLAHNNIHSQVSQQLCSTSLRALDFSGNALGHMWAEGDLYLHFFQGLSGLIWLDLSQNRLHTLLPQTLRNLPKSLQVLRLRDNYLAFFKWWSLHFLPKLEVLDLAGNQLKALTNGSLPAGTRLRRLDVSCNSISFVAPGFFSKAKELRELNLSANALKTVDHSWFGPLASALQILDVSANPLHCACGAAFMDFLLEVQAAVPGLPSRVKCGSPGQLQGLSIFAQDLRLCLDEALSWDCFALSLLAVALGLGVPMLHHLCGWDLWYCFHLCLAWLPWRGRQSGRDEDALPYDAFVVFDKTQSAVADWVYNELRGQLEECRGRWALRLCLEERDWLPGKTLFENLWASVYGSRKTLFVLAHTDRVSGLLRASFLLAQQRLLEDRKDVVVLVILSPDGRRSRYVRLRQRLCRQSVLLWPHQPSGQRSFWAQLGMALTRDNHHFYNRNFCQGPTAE
NR2F2 inh: NR2F2 transcriptional activity inhibitors, primary screen, cell-based, luciferase reporter, HEK293T, luminescence; HEK293T NGFI-A luciferase reporter; inhibition, % at 8.6 µM; COUP transcription factor 2 (Homo sapiens), P24468; 370,000 compounds, 0.7% hits; AID 686940, 2013;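 active = inhibition above a per-plate cutoff, mean inhibition of test wells between control levels plus 3 SD, cut at about 38% in these data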;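 note: cells cotransfected with COUP-TFII expression vector driving the NGFI-A reporter; 0% = median of COUP-TF2 test wells and 100% = reporter-only cells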
LMP1 NFkB inh: EBV LMP1-driven NF-kappaB luciferase reporter inhibitors, primary screen, cell-based, luminescence, single point; LMP1-induced NF-kappaB luciferase reporter cells; inhibition, % at 12.5 µM; 350,000 compounds, 0.69% hits; AID 504558, 2011; in the data active = inhibition above about 41%;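 note: 0% = neutral control wells and 100% = reference inhibitor control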
The depositor's hits bear a star. The list is partial. The share of hits here may be higher or lower than overall.

Sample of the layout (two entries):
How did COCCNC(=O)Cn1c(=O)n(CCCC(=O)NCc2ccc3c(c2)OCO3)c(=O)c2sccc21 do in these assays?
SRC3 inh: -22.1; SRC2 inh: 9.5; NOD2-RIPK2 inh: 2.6; TWEAK Fn14 block: -7.0; NR5A2 inv ag: -21.7; TRAIL sens C8: 8.9; TROY signal inh: 7.0; SRC1 inh: -0.1; TLR9-MyD88 block: -5.6; NR2F2 inh: 0.7; LMP1 NFkB inh: -6.1

What do the screens show for `CC1(C)OC(=O)C2=C(C[C@@H](CCC(F)(F)F)O[C@H]2c2ccc(F)cc2)O1`?
SRC3 inh: 13.4; SRC2 inh: 3.5; NOD2-RIPK2 inh: 1.7; TWEAK Fn14 block: 3.1; NR5A2 inv ag: 21.9; TRAIL sens C8: 1.3; TROY signal inh: -10.2; SRC1 inh: 10.6; NR2F2 inh: -1.2

This part in full, from the start:
How did COCCNC(=O)Cn1c(=O)n(CCCC(=O)NCc2ccc3c(c2)OCO3)c(=O)c2sccc21 do in these assays?
SRC3 inh: -22.1; SRC2 inh: 9.5; NOD2-RIPK2 inh: 2.6; TWEAK Fn14 block: -7.0; NR5A2 inv ag: -21.7; TRAIL sens C8: 8.9; TROY signal inh: 7.0; SRC1 inh: -0.1; TLR9-MyD88 block: -5.6; NR2F2 inh: 0.7; LMP1 NFkB inh: -6.1

What do the screens show for `CC1(C)OC(=O)C2=C(C[C@@H](CCC(F)(F)F)O[C@H]2c2ccc(F)cc2)O1`?
SRC3 inh: 13.4; SRC2 inh: 3.5; NOD2-RIPK2 inh: 1.7; TWEAK Fn14 block: 3.1; NR5A2 inv ag: 21.9; TRAIL sens C8: 1.3; TROY signal inh: -10.2; SRC1 inh: 10.6; NR2F2 inh: -1.2

How did Cn1cccc1C(=O)OCC(=O)c1cc2ccccc2o1 do in these assays?
SRC3 inh: -49.5; SRC2 inh: -36.9; NOD2-RIPK2 inh: -1.8; TWEAK Fn14 block: -1.3; NR5A2 inv ag: -26.0; TRAIL sens C8: -9.8; TROY signal inh: -46.9; SRC1 inh: -17.8; TLR9-MyD88 block: -6.2; NR2F2 inh: -16.3; LMP1 NFkB inh: 4.1

Results for CCc1ccccc1NC(=S)Nc1cc(OC)c(NC(=O)C(C)C)cc1OC ?
SRC3 inh: -6.6; SRC2 inh: 13.5; NOD2-RIPK2 inh: -7.2; TWEAK Fn14 block: -25.1; NR5A2 inv ag: 5.6; TRAIL sens C8: -4.3; TROY signal inh: -0.8; SRC1 inh: 1.5; TLR9-MyD88 block: 1.3; NR2F2 inh: 19.4; LMP1 NFkB inh: 1.3

How did Cc1ccc(N2C(=O)CCC(C(=O)O)C2c2cccs2)cc1 (stereo unspecified) do in these assays?
SRC3 inh: -7.2; SRC2 inh: 16.1; NOD2-RIPK2 inh: 2.1; TWEAK Fn14 block: -1.3; NR5A2 inv ag: -1.4; TRAIL sens C8: -15.0; TROY signal inh: 9.8; SRC1 inh: -1.4; TLR9-MyD88 block: 0.7; NR2F2 inh: 18.4; LMP1 NFkB inh: -5.5

Results for CCN(CC)C(=O)Cn1cc(S(=O)(=O)CC(=O)Nc2cc(OC)ccc2OC)c2ccccc21 ?
SRC3 inh: 4.5; SRC2 inh: -36.2; NOD2-RIPK2 inh: -11.4; TWEAK Fn14 block: 2.0; NR5A2 inv ag: 13.4; TRAIL sens C8: -13.6; TROY signal inh: 17.6; SRC1 inh: 9.8; TLR9-MyD88 block: -7.4; NR2F2 inh: -10.5; LMP1 NFkB inh: 2.7

How did CC(C)Oc1ccc(C(=O)N(Cc2ccco2)C2CCS(=O)(=O)C2)cc1 (stereo unspecified) do in these assays?
SRC3 inh: 20.4; SRC2 inh: -15.8; NOD2-RIPK2 inh: 4.0; TWEAK Fn14 block: 14.8; NR5A2 inv ag: 21.8; TRAIL sens C8: -28.2; TROY signal inh: -4.9; SRC1 inh: 13.8; TLR9-MyD88 block: -14.6; NR2F2 inh: -3.1; LMP1 NFkB inh: 2.1

What do the screens show for `COC(=O)c1c(NC(=O)c2ccccc2C(=O)O)sc2c1CCCC2`?
SRC3 inh: 13.3; SRC2 inh: 5.3; NOD2-RIPK2 inh: 0.2; TWEAK Fn14 block: -18.6; NR5A2 inv ag: 5.1; TRAIL sens C8: -7.9; TROY signal inh: -12.2; SRC1 inh: 4.4; TLR9-MyD88 block: 0.9; NR2F2 inh: 2.2; LMP1 NFkB inh: -0.4

Results for COc1ccccc1CSc1nc2ccccc2[nH]1 ?
SRC3 inh: -23.0; SRC2 inh: -42.0; NOD2-RIPK2 inh: -8.5; TWEAK Fn14 block: -19.4; NR5A2 inv ag: -48.1; TRAIL sens C8: 13.1; TROY signal inh: -57.5; SRC1 inh: -53.4; TLR9-MyD88 block: 2.7; NR2F2 inh: -26.2; LMP1 NFkB inh: -11.6

How did CCc1ccc2oc(C(=O)NCc3ccc(S(N)(=O)=O)cc3)c(C)c2c1 do in these assays?
SRC3 inh: -15.1; SRC2 inh: -39.6; NOD2-RIPK2 inh: -6.6; TWEAK Fn14 block: -14.0; NR5A2 inv ag: -14.3; TRAIL sens C8: 0.6; TROY signal inh: -14.7; SRC1 inh: -25.1; TLR9-MyD88 block: 2.2; NR2F2 inh: -9.4; LMP1 NFkB inh: -20.6

How did O=S(=O)(c1cc(F)ccc1F)N1CCN(c2ncccn2)CC1 do in these assays?
SRC3 inh: 4.4; SRC2 inh: 20.4; NOD2-RIPK2 inh: -6.3; TWEAK Fn14 block: 9.7; NR5A2 inv ag: 26.1; TRAIL sens C8: -3.5; TROY signal inh: 6.9; SRC1 inh: 0.5; TLR9-MyD88 block: -2.2; NR2F2 inh: -26.1; LMP1 NFkB inh: 0.5

Results for O=C(NCc1ccc2c(c1)OCO2)c1ccc(CS(=O)Cc2ccc(Cl)cc2)o1 (stereo unspecified) ?
SRC3 inh: 10.3; SRC2 inh: -1.9; NOD2-RIPK2 inh: -13.2; TWEAK Fn14 block: -14.2; NR5A2 inv ag: 2.2; TRAIL sens C8: 1.0; TROY signal inh: 10.9; SRC1 inh: -18.0; TLR9-MyD88 block: -6.5; NR2F2 inh: 8.2; LMP1 NFkB inh: -1.8

What do the screens show for `CC1(C)CN(c2ccccc2)C(=O)[C@H]1CC(=O)Nc1ccccc1`?
SRC3 inh: 0.8; SRC2 inh: 11.5; NOD2-RIPK2 inh: -5.6; TWEAK Fn14 block: 6.6; NR5A2 inv ag: -11.8; TRAIL sens C8: -9.3; TROY signal inh: -16.6; SRC1 inh: -9.4; TLR9-MyD88 block: -6.4; NR2F2 inh: -2.5; LMP1 NFkB inh: 1.2

Results for CC(=O)Nc1ccc(N(C(=O)CNC(=O)c2ccco2)C(C(=O)NCc2ccco2)c2ccccc2F)cc1 (stereo unspecified) ?
SRC3 inh: -1.0; SRC2 inh: 21.6; NOD2-RIPK2 inh: 9.4; TWEAK Fn14 block: -14.8; NR5A2 inv ag: 10.8; TRAIL sens C8: -5.0; TROY signal inh: 6.2; SRC1 inh: 0.3; TLR9-MyD88 block: 3.5; NR2F2 inh: 19.1; LMP1 NFkB inh: 2.4

Results for O=C(CN(Cc1ccc(F)cc1)C(=O)CNS(=O)(=O)c1ccccc1)NCC1CCCO1 (stereo unspecified) ?
SRC3 inh: 7.9; SRC2 inh: 15.1; NOD2-RIPK2 inh: -0.1; TWEAK Fn14 block: 9.4; NR5A2 inv ag: -1.4; TRAIL sens C8: 10.2; TROY signal inh: -14.0; SRC1 inh: 7.7; TLR9-MyD88 block: 8.8; NR2F2 inh: -18.9; LMP1 NFkB inh: -3.5

How did O=C(NCc1ccncc1)C1Cc2c(-c3ccccc3Oc3ccccc3)ccnc2O1 (stereo unspecified) do in these assays?
SRC3 inh: -6.8; SRC2 inh: 19.1; NOD2-RIPK2 inh: -3.5; TWEAK Fn14 block: 5.2; NR5A2 inv ag: 3.8; TRAIL sens C8: -14.4; TROY signal inh: 5.5; SRC1 inh: -2.1; NR2F2 inh: 37.6*

What do the screens show for `Cc1ccccc1NC(=O)c1cc(S(=O)(=O)N2CCOCC2)cs1`?
SRC3 inh: 6.3; SRC2 inh: 1.0; NOD2-RIPK2 inh: -2.7; TWEAK Fn14 block: -15.0; NR5A2 inv ag: 3.6; TRAIL sens C8: -0.5; TROY signal inh: 16.8; SRC1 inh: 10.7; TLR9-MyD88 block: 0.1; NR2F2 inh: 1.6; LMP1 NFkB inh: -5.4

Results for O=C(Cc1ccccn1)c1ccc(Cl)cc1 ?
SRC3 inh: -90.0; SRC2 inh: -56.6; NOD2-RIPK2 inh: -5.7; TWEAK Fn14 block: -22.8; NR5A2 inv ag: 21.4; TRAIL sens C8: -13.3; TROY signal inh: -67.4; SRC1 inh: -49.7; TLR9-MyD88 block: 3.1; NR2F2 inh: 4.8; LMP1 NFkB inh: -1.9

Results for COc1ccc(/C(O)=C2/C(=O)C(=O)N(CCN3CCOCC3)C2c2ccccn2)cc1OC (stereo unspecified) ?
SRC3 inh: -35.0; SRC2 inh: -55.4; NOD2-RIPK2 inh: 2.8; TWEAK Fn14 block: -3.8; NR5A2 inv ag: -52.2; TRAIL sens C8: -0.5; TROY signal inh: 14.7; SRC1 inh: -29.0; TLR9-MyD88 block: -6.8; NR2F2 inh: -49.1; LMP1 NFkB inh: -10.2

How did CC1CCN(S(=O)(=O)c2ccc(-c3nnc(SCc4cccnc4)o3)cc2)CC1 do in these assays?
SRC3 inh: 7.6; SRC2 inh: -14.6; NOD2-RIPK2 inh: -13.2; TWEAK Fn14 block: -16.3; NR5A2 inv ag: -3.4; TRAIL sens C8: 18.8; TROY signal inh: -1.9; SRC1 inh: 0.4; TLR9-MyD88 block: 6.9; NR2F2 inh: 0.6; LMP1 NFkB inh: -9.9

How did Cc1cccc(C)c1NC(=O)CCCn1nc(C)c2c(C)n(-c3ccccc3)nc2c1=O do in these assays?
SRC3 inh: -22.4; SRC2 inh: -2.4; NOD2-RIPK2 inh: 5.2; TWEAK Fn14 block: 1.7; NR5A2 inv ag: 13.3; TRAIL sens C8: -5.0; TROY signal inh: -27.4; SRC1 inh: 18.6; TLR9-MyD88 block: 0.0; NR2F2 inh: 14.2; LMP1 NFkB inh: -0.9

Results for Cc1cc(C)cc(NC(=O)C(OC(=O)c2cc[n+]([O-])cc2)c2ccccc2)c1 (stereo unspecified) ?
SRC3 inh: 13.9; SRC2 inh: -26.3; NOD2-RIPK2 inh: -5.8; TWEAK Fn14 block: -8.7; NR5A2 inv ag: 5.8; TRAIL sens C8: 2.0; TROY signal inh: -13.9; SRC1 inh: -22.4; TLR9-MyD88 block: 5.8; NR2F2 inh: -0.3; LMP1 NFkB inh: 0.6
